Screening data from PubChem BioAssay.
Apoferritin bind – candidate novel general anesthetic via apoferritin binding; apoferritin/1-aminoanthracene competitive binding, fluorescence; hit rate 0.074% among 350,000; P02791; Potency, µM (highest dose often 77.5 µM), for inactives: top-dose activity change, negative = displacement, most hits filed as inhibitors; also: % is scaled to controls: 0 for no effect and ±100 for the full control effect; nearly all actives have a fitted effect of over 20% in size
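Probe: 1-aminoanthracene (50% saturated, PBS). Protein: horse-spleen apoferritin, 10 uM. Incubation: 10 min, room temperature. Detection: 380 nm excitation, 535 nm emission. Analysis: normalized response, four-parameter Hill.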
APE1 inh – inhibitors of human APE1 endonuclease | P27695 | recombinant APE1, TAMRA/BHQ-2 abasic DNA cleavage fluorescence | Potency, µM (doses to about 65.8 µM), for the others: at the top dose activity change, negative = inhibition, most hits filed as inhibitors | hit rate 0.35% among 350,000;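 also: plate controls were vehicle for no effect and reference inhibitor for full effect; nearly all actives have a fitted effect of over 55% in size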
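Substrate: short duplex with […] THF abasic site, 5'-TAMRA and 3'-BHQ-2, 50 nM final. APE1 at 0.75 nM, preincubated 15 min RT with compound. Fluorescence increase from first to third read measured activity.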
BLM inh – blocks DNA unwinding by human BLM helicase; P54132; recombinant BLM DNA unwinding, fluorescence dequenching; Potency, µM (titrated, usually from 56.1 µM), for inactives: top-dose activity change, negative = inhibition, usual class: inhibitors; hit rate 0.2% among 350,000; AID 2528;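 also: plate controls were vehicle for no effect and no enzyme for full effect; nearly all actives have a fitted effect of over 35% in size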
BAZ2B inh – BAZ2B (human) inhibition; Q9UIF8; AlphaScreen BAZ2B-H3K14Ac peptide displacement; Potency, µM (highest dose often 114 µM), without a hit: at the top dose activity change, negative = inhibition, actives largely listed as inhibitors; hit rate 4.4% among 360,000; AID 504333; also: % is scaled to controls: 0 for no effect and ±100 for the full control effect; nearly all actives have a fitted effect of over 60% in size
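Compounds, titrated to a top concentration of 110 uM, were incubated 30 min at room temperature with preformed BAZ2B/acetyl-K14 H3 peptide complex (50 nM each). Proximity signal was measured by AlphaScreen after 20 min with beads.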
Pol kappa inh – blocks human DNA polymerase kappa activity; AID 588579; Potency, µM (doses to about 107 µM), for inactives: top-dose activity, negative = inhibition, actives largely listed as inhibitors; hit rate 0.53% among 400,000; purified Pol kappa, fluorescent DNA synthesis assay, 10 min; Q9UBT6; also: % is scaled to controls: 0 for no effect and ±100 for the full control effect
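Activity was followed as the change in fluorescence between reads at 0 and 10 min after starting the reaction with 50 nM substrate. Beforehand, 10 nM polymerase had been preincubated with compound for 15 min at room temperature.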
Pol iota inh – DNA polymerase iota (human) inhibition; hit rate 1% among 390,000; Potency, µM (series often up to 115 µM), inactives show top-dose activity, negative = inhibition, actives largely listed as inhibitors; Pol iota fluorescent replication assay, 10 min; Q9UNA4
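Fluorescent replication assay read twice, at 0 min and 10 min after adding 50 nM (final) substrate. Enzyme (10 nM) and compounds were first incubated 15 min at room temperature; enzyme-free buffer wells were negative controls.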
G9a inh – inhibitors of human histone lysine methyltransferase G9a; G9a H3K9 monomethylation, AlphaScreen, 2 h; Potency, µM (top dose mostly 102 µM), inactives show top-dose activity, negative = inhibition, actives largely listed as inhibitors; hit rate 8.8% among 350,000; also: % is scaled to controls: 0 for no effect and ±100 for the full control effect; nearly all actives have a fitted effect of over 75% in size
Target sequence (Q96KQ7 913-1193 limits assumed): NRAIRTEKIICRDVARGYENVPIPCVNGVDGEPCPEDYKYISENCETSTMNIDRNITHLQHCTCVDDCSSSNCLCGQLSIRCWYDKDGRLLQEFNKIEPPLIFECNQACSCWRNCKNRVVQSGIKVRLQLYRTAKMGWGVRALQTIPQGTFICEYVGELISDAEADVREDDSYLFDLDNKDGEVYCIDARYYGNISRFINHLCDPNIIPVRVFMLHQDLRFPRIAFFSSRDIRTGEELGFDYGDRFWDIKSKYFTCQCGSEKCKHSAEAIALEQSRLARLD
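AlphaScreen detection with an anti-monomethyl H3K9 antibody quantified product after a 2 h room-temperature reaction containing 500 nM biotinylated H3K9 peptide, 20 µM SAM and 20 nM enzyme, which had been preincubated 15 min with compound.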
POLB inh – blocks human DNA polymerase beta activity | Pol beta primer extension/strand displacement, fluorescence kinetic | P06746 | Potency, µM (highest dose often 114 µM), without a hit: at the highest dose activity change, negative = inhibition, hits mostly inhibitors | AID 485314 | hit rate 1.3% among 340,000; also: % is scaled to controls: 0 for no effect and ±100 for the full control effect
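Kinetic readout of DNA synthesis with strand displacement by Pol beta. Compound and 10 nM enzyme sit 15 min at room temperature; 50 nM substrate starts the reaction, read immediately and at 10 min.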
Pol eta inh – DNA polymerase eta (human) inhibition. AID 588591. hit rate 1.2% among 390,000. recombinant Pol eta, fluorescent DNA replication assay. Potency, µM (highest dose often 114 µM), for the others: top-dose activity change, negative = inhibition, actives largely listed as inhibitors. Q9Y253; also: % is scaled to controls: 0 for no effect and ±100 for the full control effect
Target sequence (Q9Y253 whole entry, looked up): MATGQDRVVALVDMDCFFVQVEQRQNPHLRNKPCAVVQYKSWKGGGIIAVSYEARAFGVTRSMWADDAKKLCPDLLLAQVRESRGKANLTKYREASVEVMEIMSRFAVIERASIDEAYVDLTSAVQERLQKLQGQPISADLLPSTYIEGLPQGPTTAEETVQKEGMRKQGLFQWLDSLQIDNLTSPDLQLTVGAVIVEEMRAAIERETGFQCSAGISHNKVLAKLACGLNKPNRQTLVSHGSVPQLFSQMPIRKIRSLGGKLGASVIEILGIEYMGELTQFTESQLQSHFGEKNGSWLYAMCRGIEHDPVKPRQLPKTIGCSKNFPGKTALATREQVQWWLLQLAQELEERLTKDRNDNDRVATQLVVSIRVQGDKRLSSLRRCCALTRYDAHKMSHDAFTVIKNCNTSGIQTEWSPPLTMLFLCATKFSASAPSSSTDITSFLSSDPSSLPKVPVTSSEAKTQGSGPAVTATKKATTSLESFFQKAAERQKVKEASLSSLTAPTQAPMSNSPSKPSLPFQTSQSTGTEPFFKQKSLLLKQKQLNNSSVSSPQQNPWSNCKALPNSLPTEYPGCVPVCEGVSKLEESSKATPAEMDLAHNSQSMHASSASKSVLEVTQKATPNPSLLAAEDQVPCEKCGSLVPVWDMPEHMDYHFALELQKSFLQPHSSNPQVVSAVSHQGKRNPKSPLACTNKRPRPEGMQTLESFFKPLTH
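Pol eta at 10 nM preincubated with compounds 15 min at room temperature; reaction started with fluorescent substrate (50 nM final) and read kinetically at 0 and 10 min.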
The depositor's hits bear a star; ? = inconclusive; / = no result given; & = joins results of further samples; [ ] = dose if it differs, or a comment. Calls follow the shape of the dose curve; as a rule, active = well fitted curve in the direction sought with a large enough effect; inconclusive = small, poorly fitted or top-dose-only effect, or another doubt; inactive = no such curve, though single readings can be large; an effect the other way counts as inactive or inconclusive. Potency is read from the fitted curve at half-maximal effect.

SMILES | Apoferritin bind | APE1 inh | BLM inh | BAZ2B inh | Pol kappa inh | Pol iota inh | G9a inh | POLB inh | Pol eta inh
Cc1c(NS(=O)(=O)c2ccc(Cl)c(C(=O)OC(C)C(=O)NCc3ccco3)c2)c(=O)n(-c2ccccc2)n1C (centres undefined) | -5% | -3% | 1% | / | -14% | 63%[activator] | -42% | 30% | 5%
O=S(=O)(Nc1cccc(-c2cn3cccnc3n2)c1)c1ccc(Cl)cc1 | -3% | -1% | -3% | -24% | -13% | -9% | -7%[59 µM] | 7% | -12%
Cc1ccc(S(=O)(=O)N2C[C@@H]3[C@H]4CC[C@H](C4)[C@@H]3[C@@H](C)[C@@H]2c2ccco2)cc1 | / | -17% | / | / | -8% | -5% | / | / | -8%
COc1cc(NC(=O)Cn2c(=O)n(CC3CCCO3)c(=O)c3cc(OC)c(OC)cc32)cc(OC)c1 (centres undefined) | -21%&-18% | 27% | -1%&1% | 0%&0% | 2%&9% | 16%&46% | 0% | 33%&19% | -14%&-16%
C=CCN1c2ccc(Br)cc2C(=O)CS1(=O)=O | / | -2% | / | -9% | -2%&-17% | ? | -9%[2.33 µM] | / | -20%
CCCCCOc1ccc(C(=O)C(c2ccccc2)N2CCOCC2)cc1 (centres undefined) | -3% | 2% | -3% | -1% | -27% | -5% | ? | -20% | -13%
CC1CCC(NC(=O)C2CCN(C(=O)NC3CCCCC3)CC2)CC1 (centres undefined) | -9% | 0% | -2% | 12% | / | / | -42%[12.7 µM] | 14% | /
C[C@H](NC(N)=O)C(=O)OCC(=O)NCc1cccs1 | -1% | 0% | -2% | 1% | -7% | 133%[activator] | 2% | 3% | 15%
O=C(NC1CCCC1)c1ccc(COCC(F)(F)C(F)F)o1 | -8% | 5% | 3% | -31% | -6% | 1%[58.9 µM] | 1%[59 µM] | 29% | -9%
CC(OC(=O)/C=C/c1ccc2ccccc2n1)C(=O)NCc1ccccc1 (centres undefined) | / | -13% | / | -5% | -17% | 19% | -34% | / | -3%
COC(=O)Cn1c(=O)n(CCc2ccccc2)c(=O)c2c3c(sc21)CCCC3 | 3% | 5% | -10% | 5% | -4% | ? | 17% | -1% | -5%
O=C(c1cc2ccccc2o1)N1CCN=C1SCc1cccnc1 | -23% | 0% | 0% | -18% | -7% | 48%[activator] | -1% | 0% | -3%
CSCc1c(C(=O)NCCc2ccccn2)oc2ccccc12 | -7% | 22% | 2% | -6% | -3% | 45%[activator] | ? | 6% | -21%
Cc1ccc(-n2c(SCC(=O)N3CC(=O)Nc4ccccc43)nc3ccccc3c2=O)cc1C | ? | 0% | -7% | -17% | -17% | -17% | -2%[59 µM] | -20% | -10%
Cc1[nH]c2ccc(C(=O)OC(C)C(=O)N(C)C3CCCCC3)cc2c1C (centres undefined) | / | -15% | / | 56µM* | -9% | -15% | 45µM* | / | -14%
N/C(CCN1CCOCC1)=N/O | -2% | 3% | 0% | 5% | -9% | 19% | 4%[59 µM] | 1% | -17%
c1ccc(-c2csc(Nc3ccccn3)n2)cc1 | -13% | 3% | -15% | -36% | -4% | -15% | -7% | 31% | 1%
Cc1ccc(CN(C(=O)Cn2nnc3ccccc32)C(C(=O)NCc2ccco2)c2cccs2)cc1 (centres undefined) | -18% | 6% | -9% | -6% | -6% | -12% | ? | 14% | -23%
CC(C)C[C@H](N)c1nnc(SCc2ccc(Cl)cc2)o1 | -5% | 2% | 4% | 1% | -10% | -30% | 22%[12.7 µM] | 1% | 4%
Cc1nc2cnc(Nc3ccccc3)nc2n(CCC#N)c1=O | / | 8% | -2% | / | 7%[60.1 µM] | / | 10%[0.501 µM] | / | /
Cc1csc(NC(=O)C2C3C=CC(C3)C2C(=O)O)n1 (centres undefined) | -8% | 10% | 2% | 4% | -5% | 5% | -16% | 6% | -11%
Cc1ccc(CNC(=O)COC(=O)c2cc(C)oc2C)cc1 | / | -11% | / | 11% | 0% | 4% | 10%[2.33 µM] | / | -2%
Cc1cc(C(=O)NC(C)c2ccc3c(c2)OCO3)cs1 (centres undefined) | -21% | 11% | -4% | 6% | -7% | 0% | -22% | 32% | 11%
CCC(C)Sc1nc(O)cc(=O)[nH]1 (centres undefined) | -14% | -2% | -2% | 7% | -25% | ? | -5%[59 µM] | 13% | -4%
COc1cc(OC)cc(C(=O)Nc2cccc3c2CCCC3)c1 | -1% | -11% | 2% | -9% | -16% | 5% | 28%[0.501 µM] | -11% | 3%
CC(C)C(=O)NC(=S)Nc1ccccc1C(F)(F)F | -20% | ? | 0% | -1% | 3% | 33% | -23% | 20% | -10%
Clc1ccc2ncnc(NCc3ccc4c(c3)OCO4)c2c1 | -6%&-9%&-5% | -3%&-2%&-4% | 3%&-9% | / | 15%[60.1 µM] | / | 26%&30%[59 µM] | / | /
COc1cc(C(=O)NC2CCCCC2)ccc1OCc1ccc(Cl)cc1Cl | -2% | ? | 0% | 0% | -14% | 53%[activator] | ? | 21% | -3%
CCCOc1ccc(/C=C/C(=O)Nc2ccc([N+](=O)[O-])cc2C)cc1 | -13% | -1% | 0% | 3% | -4% | 2% | / | 27% | -14%
C=CCN1C(=O)C2(C(C(=O)c3ccc(C)o3)=C(O)C(=O)N2CCCN2CCOCC2)c2ccccc21 (centres undefined) | -12% | -6% | -8% | 9% | -8% | 4% | ? | 27% | -14%
CC(=O)OC[C@]1(OC(C)=O)C[C@@]23CC[C@H]4[C@@](C)(CCC[C@@]4(C)C(=O)O)[C@@H]2CC[C@@H]1C3 | -13% | ? | -6% | -5% | 1% | 37% | 0% | -14% | ?
CC(=O)Nc1ccc(S(=O)(=O)NCC(=O)OCc2cc(=O)oc3ccc4ccccc4c23)cc1 | 10% | -9% | -1% | 0% | -7% | 104%[activator] | -4%[59 µM] | ? | 6%
CCCCCc1cc(=O)oc2c(C(CCN3CCCC3)c3ccc4c(c3)OCO4)c(OC)cc(OC)c12 (centres undefined) | -16% | -4% | 2% | / | -17% | 54%[activator] | / | / | /
Cc1nc2ccn(Cc3ccco3)c(=O)c2cc1C(=O)NCc1ccccc1 | 5% | / | 3% | -21% | -2% | 24% | 30%[59 µM] | 20% | -6%
O=C(COC(=O)c1cc(-c2cccs2)nc2ccccc12)NCc1ccco1 | 145%[activator] | -9% | -16% | ? | 89µM* | ? | ? | 22µM* | 11µM*
Cc1ccc2c(c1)C1(SCCS1)C(=O)N2 | -18% | 2% | -5% | 5% | 1% | 5% | 12% | 31%[activator] | -11%
COc1ccc(OC)c(NC(=O)NCc2ccc(F)cc2)c1 | 0% | -3% | 3% | 4% | -11% | 14% | ? | -3% | -6%
Cc1ccc(CNC(=O)CCc2c(C)[nH]c(=O)c(C#N)c2C)cc1 | 2% | -5% | -4% | -7% | 2% | -12% | 19% | 1% | -14%
COc1cc2c(C(=O)N3CCN(c4ccc(F)cc4)CC3)cn(CC(C)C)c(=O)c2cc1OC | -3% | / | -1% | -5% | 1% | 24% | -5%[59 µM] | 2% | -13%
COCc1cc(=O)n2[nH]c(-c3ccco3)cc2n1 | 2% | -2% | 0% | -14% | -5% | 48%[activator] | ? | -15% | -11%
O=C(COC(=O)CCN1C(=O)C2CC=CCC2C1=O)NCCc1ccc(F)cc1 (centres undefined) | / | 0% | / | 2% | -3% | -6% | -49%[12.7 µM] | / | -6%
Cc1oc(-c2ccc(C(=O)Nc3cccc(C(F)(F)F)c3)cc2)nc1CSc1ccccc1 | -9% | / | -10% | -15% | -4% | 29% | -1%[59 µM] | 6% | -16%
CCCCOc1ccc(C(=O)N2CCCC2C(=O)O)cc1 (centres undefined) | 1% | 9% | 1% | -3% | 1% | 3% | 0%[59 µM] | 6% | -22%
CCn1ccnc1CNC(=O)c1ccc2oc(C(C)C)nc2c1 | -6% | 10% | 0% | -6% | -13% | -17% | 47% | 0% | -11%

Some of the entries so far, with two lines to a compound.
Sequence of screens: Apoferritin bind	APE1 inh	BLM inh	BAZ2B inh	Pol kappa inh	Pol iota inh	G9a inh	POLB inh	Pol eta inh
- CC(=O)OC[C@]1(OC(C)=O)C[C@@]23CC[C@H]4[C@@](C)(CCC[C@@]4(C)C(=O)O)[C@@H]2CC[C@@H]1C3
    -13%	?	-6%	-5%	1%	37%	0%	-14%	?
- CC(=O)Nc1ccc(S(=O)(=O)NCC(=O)OCc2cc(=O)oc3ccc4ccccc4c23)cc1
    10%	-9%	-1%	0%	-7%	104%[activator]	-4%[59 µM]	?	6%
- CCCCCc1cc(=O)oc2c(C(CCN3CCCC3)c3ccc4c(c3)OCO4)c(OC)cc(OC)c12 (centres undefined)
    -16%	-4%	2%	/	-17%	54%[activator]	/	/	/
- Cc1nc2ccn(Cc3ccco3)c(=O)c2cc1C(=O)NCc1ccccc1
    5%	/	3%	-21%	-2%	24%	30%[59 µM]	20%	-6%
- O=C(COC(=O)c1cc(-c2cccs2)nc2ccccc12)NCc1ccco1
    145%[activator]	-9%	-16%	?	89µM*	?	?	22µM*	11µM*

An excerpt (hit frequency here may not be typical).
